Bioassay records as filed in PubChem.
Hep lipid drop = modulators of hepatic lipid droplet formation. 240,000 tested, 0.4% active. AML12 mouse hepatocytes, oleate lipid droplets, BODIPY imaging. AID 1656. inhibition, % at 6.5 µM;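 active means lipid droplet intensity inhibited by at least 50%, with more than 500 cells counted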
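Material: mouse AML12 hepatocyte cell line, fixed after treatment; Timing: compound with oleate, overnight; Technique: high-content imaging of BODIPY-stained droplets and DAPI nuclei; Probe or stimulus: oleate, 100 µM final; Dosing: compound at 6.5 µM only.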
PhoP inhibition = inhibitors of PhoP regulon expression, primary screen, Salmonella Typhimurium, GFP reporter (AID 1863); inhibition, % at 50 µM, or IC50 in µM where a hit was titrated; 300,000 tested, 0.16% active; S. Typhimurium PhoP-regulated promoter GFP reporter, 4 h; higher % means a stronger effect;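 active means inhibition over 29.93%, a cutoff 3 SD above the screen mean, later confirmed by dose response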;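 further: 0% = low Mg2+ inducing control and 100% = high Mg2+ repressing control; strong numbers were not always called active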
T cell modulator = T cell immune modulation candidate; 2C CD8+ T cell-vesicle binding, flow cytometry; active compounds read low; AID 2052; calls only at 7 µM; 330,000 tested, 0.068% active;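 active means response, share of CD8 T cells binding vesicles, and their 90th percentile fluorescence all below set limits, cut at about 80% in these data, passing the limit was not always enough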
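Material: 2C TCR transgenic mouse naive CD8+ T cells, MACS-purified. Also added: QL9-charged Drosophila Ld/ICAM-1/B7-1 vesicles. Timing: binding 1.5 h at 37 °C. Measured by: high-throughput flow cytometry with anti-B7-1 and anti-CD8 staining. Read-out: percent CD8+ FL2 mean versus row control. Controls: Unloaded micro-vesicles (low), QL9 vesicles with 0.7% DMSO (high).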
Hep lipid drop cells 6.5 µM = also measured in Hep lipid drop; calls as there; cell count; measured here: cell count, cytotoxicity flag;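 cells counted across two imaged fields per well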
T cell modulator vesicle-bound % = further read-out of T cell modulator, marked with its call; double positive events, %; measured here: CD8+ vesicle-bound cell fraction;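 binding gate set so that unloaded-vesicle control wells show 10% double positive cells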
Active calls of the source: *; i = inactive.

molecule	Hep lipid drop	Hep lipid drop cells 6.5 µM	PhoP inhibition	T cell modulator	T cell modulator vesicle-bound %
COC(=O)N1c2ccccc2C=Cc2ccccc21	6	819	-4%	i	57
COc1ccc(C(=O)Nc2ccnn2C2CCN(Cc3cnn(C)c3)CC2)cc1	-20	716	9%	i	56
COc1ccc(S(=O)(=O)N2CCC(C(=O)NCCC(=O)NCc3cccc(OC)c3)CC2)cc1	26	712	-10%	i	50
COc1ccc(C2c3[nH]c4ccccc4c3C[C@H]3C(=O)N(CCCO)CC(=O)N23)cc1OC (stereo partly drawn)	-11	835	11%	i	51
COc1ccc(S(=O)(=O)NCCNC(=O)N2CCOCC2)cc1	8	824	-5%	i	22
O=C(CN(CC1CCCO1)C(=O)CNS(=O)(=O)c1ccccc1)NCCc1ccccc1 (stereo not drawn)	-12	816	-3%	i	17
CCN1CCc2c(sc(NC(=O)COc3ccccc3)c2C(=O)OC)C1	8	845	-6%	i	67
CCOc1ccccc1NC(=O)CCS(=O)(=O)c1cccc2nsnc12	-6	748	-4%	i	23
CCOc1cc(/C=N/NC(=O)c2ccc(NC(=O)C3CC3)cc2)ccc1O	1	769	-9%	i	17
CCN(CCCNC(=O)c1ccc2c(c1)NC(=O)CN2C)c1cccc(C)c1	18	730	0%	i	26
CC(C)(C)NC(=O)COC(=O)c1c2c(nc3ccccc13)CCC2	1	786	11%	i	40
O=C(O)c1ccc(S(=O)(=O)NC2CCCCCC2)cc1	-3	725	-2%	i	16
C/C(=N\NC(=O)c1ccc(C(=O)N/N=C(\C)c2ccco2)o1)c1ccco1	-27	789	0%	i	5
COc1ccc(NS(=O)(=O)c2csc(C(=O)N3CCCC3)c2)c(OC)c1	-9	694	-9%	i	37
O=C(COc1ccc(/C=N/NC(=O)c2ccccc2Br)cc1)Nc1ccccc1	2	805	-1%	i	52
COC(=O)c1cc(NC(=S)NC(=O)c2ccccc2)ccc1N1CCOCC1	-2	845	-5%	i	21
CCn1c(=O)c2sccc2n2c(CCCC(=O)NC3CCN(Cc4ccccc4)CC3)nnc12	-15	654	-4%	i	22
CCCCS(=O)(=O)N1CCCC(C(=O)Nc2ccc(Cl)cn2)C1 (stereo not drawn)	20	816	0%	i	55
CCn1c(COc2ccccc2)nnc1SCC(=O)Nc1ccc(N2CCOCC2)cc1	13	819	-4%	i	51
CCOc1ccc(C(=O)NCC(=O)NC(C)c2ccc(-n3ccnc3)cc2)cc1OCC (stereo not drawn)	3	802	-1%	i	45
COc1ccccc1NC(=O)C1C2C=CC(C2)C1C(=O)NCc1cccnc1 (stereo not drawn)	12	814	-5%	i	62
CC(=O)c1ccc(NC(=O)C[n+]2cccc(C)c2)cc1	-1	830	8%	i	50
COc1ccc(C(=O)Nc2c(N)nc(SCC(=O)Nc3ccc(NC(C)=O)cc3)[nH]c2=O)cc1OC	13	721	-1%	i	60
CCCCOc1ccccc1N1CCN(CCCN2C(=O)C3CCCN3C2=O)CC1 (stereo not drawn)	1	827	3%	i	39
Cc1ccccc1C(=O)Nc1ccnn1C1CCN(CCCc2ccccc2)CC1	-45	647	8%	i	42
Cc1cc(C)n(C(=O)CNC(=O)c2ccc(Cl)cc2Cl)n1	4	815	4%	i	22
CCOc1ccc(NC(=O)C2CCCN(c3nc(C)cc(C)n3)C2)cc1 (stereo not drawn)	44	776	-1%	i	15
COc1ccc(-c2noc(CN(C)C(=O)c3ccoc3C)n2)cc1OC	9	758	-3%	i	33
CCN(CC)S(=O)(=O)c1ccc(C(=O)Nn2cnnc2)cc1	12	815	-1%	i	41
COc1ccccc1C(=O)C1CCCN(C(=O)C2=CC(=O)CC(C)(C)O2)C1 (stereo not drawn)	0	734	3%	i	16
Cc1nc2cc(C(F)(F)F)ccc2n1CCNc1nc(-c2ccc(F)cc2)cs1	1	759	-6%	i	57
COc1ccc(C(CC(=O)Nc2ccc(C)cn2)N2Cc3ccccc3C2=O)cc1 (stereo not drawn)	-24	815	12%	i	29
O=C(NCCO)C(=O)NCC1OCCCN1S(=O)(=O)c1cc(F)ccc1F (stereo not drawn)	8	726	-4%	i	23
Cc1ccc(S(=O)(=O)N(C)C)cc1NC(=S)N(C)C1CCN(C)CC1	-14	841	-6%	i	20
Cn1c(N)c(C(C[N+](=O)[O-])c2c(F)cccc2Cl)c(=O)n(C)c1=O (stereo not drawn)	-6	395	-7%	i	27
CCOC(=O)N1C(=O)[C@](c2ccc(Cl)cc2)(C(C)C)N1C(=O)OCC	4	763	-6%	i	42
Nc1nonc1-n1nnc(C(=O)N/N=C/c2cccnc2)c1-c1cccs1	10	714	-6%	i	23
COCCNC(=O)CN(C(=O)CCC(=O)Nc1ccccn1)c1cc(C)ccc1C	14	845	8%	i	48
Nc1c(-c2ccccc2)cnn1-c1cccc(Cl)c1	8	855	6%	i	25
O=C(CN(CCc1ccccc1)C(=O)c1csnn1)NCc1ccc(F)cc1	-3	746	9%	i	41
COCc1nnc(NC(=O)c2ccc(S(=O)(=O)N3CCOCC3)cc2)o1	-12	797	-6%	i	65
O=C(COc1ccc2ccc(=O)oc2c1)Nc1ccc(CN2CCOCC2)cc1	9	679	-4%	i	17
COc1ccc2nc(C)cc(NCCN3CCOCC3)c2c1	2	827	-1%	i	36
COc1cccc(CNC(=O)CCC2CCCN(C(=O)c3cccnc3SC)C2)c1 (stereo not drawn)	-1	748	-4%	i	23
O=C(O)c1ccc(-c2nnc(-c3ccc([N+](=O)[O-])cc3)o2)cc1	1	865	3%	i	48
O=C(Nc1nc2ccccc2s1)c1ccccc1[N+](=O)[O-]	2	855	-4%	i	56
CCOc1ccc(S(=O)(=O)N2CCC(C(=O)OC(C)C(=O)N(C)C3CCCCC3)CC2)cc1 (stereo not drawn)	-9	810	6%	i	6
O=C(O)C1CCCCC1C(=O)Nc1ccc2c(c1)OCO2 (stereo not drawn)	-2	798	-2%	i	25
O=[N+]([O-])c1cccc(NC(=S)Nc2nc(-c3ccccc3Cl)cs2)c1	-1	802	5%	i	56
O=C(NCCc1nnc2ccc(SCC(=O)N3CCCC3)nn12)c1ccc(F)cc1	-9	817	0%	i	70
CSc1ccccc1-c1nnc(NC(=O)Cc2ccccc2)o1	-3	694	-9%	i	22
CC(C)(C)OC(=O)CNC(=O)c1[nH]cnc1C(=O)NCCCCCNC(=O)OC(C)(C)C	-9	803	17%	i	6
CCOc1ccc(NC(=O)CSC2=NN3CCCC(=O)N=C3S2)cc1	3	605	9%	i	32
COc1cccc(NC(=S)N2CCC(Cc3ccccc3)CC2)c1	-11	642	-2%	i	6
O=C(NCCc1ccccc1)C(=O)NCC1OCCCN1S(=O)(=O)c1cc(F)ccc1F (stereo not drawn)	-9	675	-7%	i	17
Cn1c(=O)[nH]c(=O)c2c1nc(N1CCCCC1)n2CC(O)COc1ccccc1 (stereo not drawn)	10	836	-4%	i	15
Cc1cccc(OCC(=O)Nc2ccc(NC(=O)c3ccccc3)cc2)c1	-2	766	-7%	i	13
O=S(=O)(c1cc(F)ccc1F)N1CCN(c2ncccn2)CC1	9	819	-2%	i	56
Cc1c(C)n(Cc2ccccc2)c2ccc(C(=O)NCCN3CCOCC3)cc12	-9	727	-11%	i	9
COc1ccc(N(CC(=O)NCc2ccc(Cl)cc2)S(=O)(=O)c2c(C)nn(C)c2C)cc1	-4	675	0%	i	9

(cont.)
molecule	Hep lipid drop	Hep lipid drop cells 6.5 µM	PhoP inhibition	T cell modulator	T cell modulator vesicle-bound %
CCc1nnc(NC(=O)C2CC(=O)N(C3CCCCC3)C2)s1 (stereo not drawn)	0	776	2%	i	55
Cc1ccc(CNC(=O)CCS(=O)(=O)c2ccc3c(c2)NC(=O)CO3)cc1	-1	773	3%	i	30
O=C1CCC(=O)N1c1ccc(S(=O)(=O)Nc2cccc(Br)c2)cc1	-15	788	-1%	i	27
O=C(N/N=C/c1coc2ccccc2c1=O)c1ccncc1	-2	797	9%	i	70
COCCCN1C(=O)C(=O)/C(=C(/O)c2ccc(S(=O)(=O)N3CCOCC3)cc2)C1c1ccc(F)cc1 (stereo not drawn)	-1	737	1%	i	31
COc1ccc(NS(=O)(=O)c2ccc3oc(SC)nc3c2)cc1	7	834	-3%	i	38
CN(C)c1ccc(/C=N/N(CCC(=O)NC(C)(C)C)C2=NS(=O)(=O)c3ccccc32)cc1	-34	849	-98%	i	55
Cc1cccc(OCCNC(=S)NC(=O)c2cncc(Br)c2)c1	-4	844	3%	i	55
Cc1ccnc(NS(=O)(=O)c2ccc(NC(=O)C3CC3)cc2)n1	2	814	-4%	i	8
CCOc1ccccc1N1CCN(C(=O)c2c(-c3c(F)cccc3Cl)noc2C)CC1	-6	672	-3%	i	31
O=C(NCCc1ccccc1)C1CC(=O)N(CCc2ccccc2)C1 (stereo not drawn)	20	700	5%	i	36
COc1ccc(C(=O)NCc2ncccc2C)cc1OC1CCN(C(C)=O)CC1	-1	856	-2%	i	9
Cc1cc(OCc2cc(C(=O)N(C)CCCN3CCOCC3)no2)cc(C)c1Cl	-69	707	-2%	i	25
O=C(NCCc1ccc(F)cc1)c1coc(=O)c(Br)c1	14	824	23%	i	49
CC1CCN(S(=O)(=O)N2CCCC(C(=O)NCc3ccc(F)cc3)C2)CC1 (stereo not drawn)	-22	648	-8%	i	32
O=C(N/N=C/c1cc([N+](=O)[O-])ccc1O)C(O)(c1ccccc1)c1ccccc1	3	851	24%	i	59
CC1(c2nnc(-c3cccc(Cl)c3)o2)CC(c2ccc(OC(F)(F)F)cc2)=NO1 (stereo not drawn)	-2	730	0%	i	39
O=C(CCS(=O)(=O)Cc1ccccc1F)NCCc1ccc(Cl)cc1	13	811	-8%	i	18
CCc1nnc(NC(=O)CSc2nnc(C3CC3)n2C)s1	9	701	-8%	i	17
CCC(C)NC(=O)CCn1ccc2cc(S(=O)(=O)N3CCCC3)ccc21 (stereo not drawn)	-16	749	9%	i	36
COc1ccc2c(C)c(C(=O)N3CC[C@@H](N4CCC(O)CC4)[C@H](O)C3)oc2c1	1	861	-1%	i	73
CC(C)NC(=O)C1c2ccccc2Oc2ccccc21	-12	793	4%	i	59
Cc1cc(-c2nnc(SCC(=O)Nc3ccc(F)cc3)n2N)n[nH]1	-1	729	-5%	i	28
COc1ccc([N+](=O)[O-])cc1-c1nc2ccccc2nc1-c1ccccc1	-10	829	-3%	i	63
COc1ccc(NC(=O)CCCNC(=O)Cn2cnc3sc4c(c3c2=O)CCCC4)cc1OC	-7	761	2%	i	58
CCOC(=O)c1ccc(NC(=S)N2CCN(C)CC2)cc1	-1	827	3%	i	36
Cc1cc(C)c(NC(=O)CS(=O)CC(=O)Nc2ccc(N3CCOCC3)cc2)c(C)c1 (stereo not drawn)	-9	761	1%	i	27
N#Cc1c(NC(=O)C(=O)NCCCN2CCOCC2)sc2c1CCCC2	6	720	-6%	i	16
CC(C)(C)c1ccc(C(=O)Nc2ccc(C(=O)N3CCCC3)cc2)cc1	-2	728	7%	i	66
COc1ccc(NS(=O)(=O)c2ccc3c(c2)OCCO3)cc1OC	-33	769	-2%	i	45
O=C(CCc1nc(-c2ccccc2)no1)Nc1cccnc1	-24	804	-3%	i	21
O=C(CN1C(=O)C2C3C=CC(C3)C2C1=O)OCC(=O)c1ccc(Br)cc1 (stereo not drawn)	1	843	12%	i	13

Arranged by molecular weight (ascending): some entries from above
molecule	Hep lipid drop	Hep lipid drop cells 6.5 µM	PhoP inhibition	T cell modulator	T cell modulator vesicle-bound %
CCOC(=O)c1ccc(NC(=S)N2CCN(C)CC2)cc1	-1	827	3%	i	36
CC(C)(C)c1ccc(C(=O)Nc2ccc(C(=O)N3CCCC3)cc2)cc1	-2	728	7%	i	66
COc1ccc(NS(=O)(=O)c2ccc3c(c2)OCCO3)cc1OC	-33	769	-2%	i	45

Full records, looked up by structure.
CC(C)(C)c1ccc(C(=O)Nc2ccc(C(=O)N3CCCC3)cc2)cc1 in the list: Hep lipid drop = -2; Hep lipid drop cells 6.5 µM = 728; PhoP inhibition = 7%; T cell modulator = i; T cell modulator vesicle-bound % = 66
CCOC(=O)c1ccc(NC(=S)N2CCN(C)CC2)cc1 in the list: Hep lipid drop = -1; Hep lipid drop cells 6.5 µM = 827; PhoP inhibition = 3%; T cell modulator = i; T cell modulator vesicle-bound % = 36

An excerpt; count on the stated rates, not on these rows.
